# NS5 inhibitors – Dengue-2 NS5 methyltransferase inhibitors, primary screen, biochemical, confirmation dose response (AID 588689); Dengue-2 NS5 methyltransferase capping enzyme assay, biochemical; higher % means a stronger effect; inhibition, % at 25 µM, or IC50 in µM where a hit was titrated; 340,000 tested, 0.3% active; in the data active means a potency from the dose series
# West Nile virus CPE – West Nile virus antiviral activity, cell-based, CPE readout (AID 1621). 290,000 tested, 0.02% active. one-dose CPE inhibition, % at 10 µM; IC50 in µM for titrated hits. West Nile virus-infected cells, CPE inhibition; higher % means a stronger effect; in the data active means a potency from the dose series; further: strong numbers were not always called active
# * hit, by the source's call.
SMILES,NS5 inhibitors,West Nile virus CPE
C=CCOC(=O)C1=C[C@H](c2coc3ccccc3c2=O)C[C@H](OCCCCO)O1,-13.6%,-0.6%
COc1ccc(-c2oc3ccc(N4CCOCC4)cc3c2C#CC2(O)CCCCC2)cc1,-0.8%,1.6%
COc1ccc(-c2c(-c3cccc(C)c3)oc3ccc(-c4ccc5c(c4)OCO5)cc23)cn1,-2.4%,0.1%
Clc1cc(Cl)c2nc(N3CCCC3)sc2c1,0.8%,-0.2%
CC1(C)c2[nH]c3ccccc3c2C[C@@H]2C(=O)N(Cc3ccc(F)cc3)C(=O)N21,2.0%,0.9%
COCCCN1CC23C=CC(O2)C(C(=O)OC)C3C1=O (stereo unspecified),4.0%,0.1%
COC(=O)[C@@H]1[C@H](CCc2ccccc2)NC(=O)N(Cc2ccccc2)[C@@H]1C,-7.4%,-0.3%
COc1c(N2C[C@@H]3CCCN[C@@H]3C2)c(F)cc2c(=O)c(C(=O)O)cn(C3CC3)c12,-1.5%,-1.0%
CC1(C)C=Cc2c(ccc3c2OC[C@@H](c2ccc(O)cc2O)C3)O1,-9.1%,0.6%
Cc1nc2sc(C(c3ccco3)N3CCC4(CC3)OCCO4)c(O)n2n1 (stereo unspecified),6.8%,0.2%

# Quoted from the listing:
# Value of COC(=O)[C@@H]1[C@H](CCc2ccccc2)NC(=O)N(Cc2ccccc2)[C@@H]1C in West Nile virus CPE: -0.3%
# Value of COCCCN1CC23C=CC(O2)C(C(=O)OC)C3C1=O (stereo unspecified) in West Nile virus CPE: 0.1%
# Value of COc1ccc(-c2c(-c3cccc(C)c3)oc3ccc(-c4ccc5c(c4)OCO5)cc23)cn1 in NS5 inhibitors: -2.4%

# Next part
SMILES,NS5 inhibitors,West Nile virus CPE
CC(C)(O)C#Cc1ccc(C(=O)NCc2ccccc2)s1,-10.6%,-0.1%
O=C(NCc1ccco1)c1cc(-c2ccccc2)nn1CC1CC(c2cccnc2)=NO1 (stereo unspecified),-5.6%,0.1%
COc1ccc(-c2ccc3oc(-c4ccc(OC)cc4)c(-c4cc(OC)c(OC)c(OC)c4)c3c2)cc1,-7.2%,0.5%
C=CCNC(=O)N1C2=NC(C(=O)OC)=C(C(=O)OC)[C@@H]3N(Cc4ccccc4)c4ccccc4[C@]23C[C@H]1C(=O)OC,0.7%,1.1%
O=C(Nc1ccc(Cl)c(C(F)(F)F)c1)[C@@H]1CC=C[C@@H]2CCN(C3CCCCC3)C(=O)[C@@H]21,-4.1%,0.1%
CCOc1ccc2nc(NCCCNS(=O)(=O)c3ccc(F)cc3)c(C#N)cc2c1,5.6%,-0.8%
NCCS(=O)(=O)O,-3.0%,0.4%
COc1ccc(-c2c(C3=CCCCC3)oc3ccc(-c4ccc5c(c4)OCO5)cc23)cn1,-0.8%,0.3%
O=S(=O)(NCC(c1cccnc1)N1CCN(c2ccc(F)cc2)CC1)c1ccccc1 (stereo unspecified),-2.7%,-1.3%
N#Cc1c(N)n[nH]c1Cc1cccc2ccccc12,-0.8%,0.3%
CCC1(CC)C(=O)C2=C3C1[C@H](C(=O)OC)C=C(C(=O)OC)C[C@H]3[C@H]1C(=O)N(Cc3ccccc3)C(=O)[C@H]1[C@H]2C (stereo partly specified),-6.4%,-0.7%
CS(=O)(=O)c1ccc(C2=C(c3ccccc3)C(=O)OC2)cc1,-8.2%,0.3%
COC(=O)[C@H](NC(=O)c1cc(-c2ccccc2)nc2ccccc12)c1ccccc1,1.5%,0.6%
CCNCCNc1ccc(Cl)cc1[N+](=O)[O-],-1.6%,-0.6%
Cc1ccc(C2=CC(c3ccccc3)n3ncnc3N2)cc1 (stereo unspecified),4.8%,-1.1%
COC(=O)C1=C(C)N(CCCC(=O)O)C(=O)NC1c1ccc([N+](=O)[O-])cc1 (stereo unspecified),0.8%,-0.2%
CCn1ncc(Br)c1C(=O)Nc1sc2c(c1C(=O)OC)CCC2,-4.9%,-0.2%
CCOc1ccccc1Nc1nc(N2CCCC2)nc(N2CCOCC2)n1,-9.4%,0.5%
CCN1C(=O)N[C@@H](c2cccc(F)c2)C(C(C)=O)=C1C,4.7%,0.0%
COc1ccc(N/C(=C2\CCCC2=O)C2CCCCC2)cc1,-8.8%,-0.6%
COc1ccc(CCN(C)CCc2ccc(OC)c(OC)c2)cc1OC,-3.7%,-0.5%
CN(C)c1ccc(-c2noc(C3CCN(S(=O)(=O)c4ccc(C(=O)O)cc4)CC3)n2)cc1,-0.7%,0.3%
CCOC(=O)C(=CNc1ccc(O)c(C(=O)OC)c1)C(=O)OCC,-4.8%,1.1%
COc1cccc(C(N)=O)c1,-6.3%,1.2%
Cc1nc(-c2ccccc2)sc1C1(C)CC(c2ccccc2F)=NO1 (stereo unspecified),-11.0%,-0.5%
CCOC(=O)c1cc(-c2ccccc2)nn1CC1CC(c2ccc(Cl)cc2)=NO1 (stereo unspecified),-3.2%,0.0%
N#CCCn1nc(Cc2cccc3ccccc23)c(C#N)c1N,-3.9%,0.2%
CCOC(=O)c1cnc(Nc2nc3ccccc3o2)nc1CSc1nnc(C)s1,-8.6%,0.2%
CC(C)(C)[C@H]1C=C(C(=O)O)O[C@@H](OCc2ccc(CO)cc2)C1,4.0%,-0.1%
OCCOCCn1c(C2CCCN2c2nc(-c3ccc(F)cc3)cs2)nc2cc(Cl)c(Cl)cc21 (stereo unspecified),0.0%,0.8%

# Entries of single compounds, quoted from the list. Screens in order: NS5 inhibitors	West Nile virus CPE
# Shown for Cc1nc(-c2ccccc2)sc1C1(C)CC(c2ccccc2F)=NO1 (stereo unspecified) : -11.0%	-0.5%
# Shown for COc1cccc(C(N)=O)c1 : -6.3%	1.2%

# More entries follow.
SMILES,NS5 inhibitors,West Nile virus CPE
C=CCn1cc(C(=O)OC)c(=O)c2cc(S(=O)(=O)N3CCC(C)CC3)ccc21,-0.8%,0.2%
O=C(Nc1ccc(Cl)c(C(F)(F)F)c1)NC1CC2CCCC(C1)N2C1CC1 (stereo unspecified),-1.6%,-0.6%
C=CC[C@]12C[C@@H](OC)C(=O)C=C1O[C@@H](c1ccc(OC)c(OC)c1)[C@H]2C,-5.8%,-0.4%
O=C1OC(N2CCN(Cc3ccccc3)CC2)c2ccccc21 (stereo unspecified),5.1%,11.2%
COCCn1c(SCC(=O)Nc2nc3ccccc3s2)nnc1-c1ccoc1C,-8.9%,1.0%
O=C(O)C[C@H]1c2cc(C(F)(F)F)ccc2S(=O)(=O)N1C1CCCCC1,-3.4%,0.2%
CCOC(=O)CN1C(=O)N[C@@H](c2ccco2)C(C(=O)OC)=C1C,-5.5%,0.0%
O=C(NCc1ccco1)C1CC(c2ccc(C(F)(F)F)cc2)=NO1 (stereo unspecified),2.0%,1.1%
COc1ccc(-c2cn3c(C)c(C(=O)NCc4ccc5c(c4)OCO5)sc3n2)cc1,-4.2%,-0.5%
Cc1ccc(C(C(=O)NC(C)(C)C)N(Cc2cccs2)C(=O)c2csnn2)cc1 (stereo unspecified),-5.7%,-0.1%

# Looked up by structure from above, 6 records:
SMILES,NS5 inhibitors,West Nile virus CPE
O=C(NCc1ccco1)C1CC(c2ccc(C(F)(F)F)cc2)=NO1 (stereo unspecified),2.0%,1.1%
COCCn1c(SCC(=O)Nc2nc3ccccc3s2)nnc1-c1ccoc1C,-8.9%,1.0%
CCOC(=O)CN1C(=O)N[C@@H](c2ccco2)C(C(=O)OC)=C1C,-5.5%,0.0%
C=CC[C@]12C[C@@H](OC)C(=O)C=C1O[C@@H](c1ccc(OC)c(OC)c1)[C@H]2C,-5.8%,-0.4%
O=C1OC(N2CCN(Cc3ccccc3)CC2)c2ccccc21 (stereo unspecified),5.1%,11.2%
O=C(Nc1ccc(Cl)c(C(F)(F)F)c1)NC1CC2CCCC(C1)N2C1CC1 (stereo unspecified),-1.6%,-0.6%

# Next section
SMILES,NS5 inhibitors,West Nile virus CPE
c1ccc2c(c1)[nH]c1ccccc12,0.0%,-0.4%
CCCCCCCCCNC(=O)[C@H](NC(=O)COc1ccccc1)[C@@H]1NC(C(=O)OC)C(C)(C)S1 (stereo partly specified),-8.2%,-0.5%
COc1ccc(-c2csc(NC(CO)c3nc4ccccc4n3CCOCCO)n2)cc1 (stereo unspecified),-9.0%,-0.4%
CCOC(=O)c1ccc(NC(=O)c2c(N)n(C)c(=O)n(C)c2=O)cc1,-4.0%,-0.3%
CC(Nc1nc(-c2ccc(Cl)cc2)cs1)c1nc2cc(Cl)c(N3CCCCC3)cc2n1CCOCCO (stereo unspecified),-4.8%,0.0%
COc1ccc([C@H]2/C=C\CN(S(=O)(=O)/C=C/c3ccccc3)[C@@H](C)C(=O)N2Cc2ccc(F)cc2)cc1,-4.1%,0.0%
COc1ccc(N2CCN(C(=S)NCCc3ccccc3)CC2)cc1,-4.0%,0.0%
COc1ccc(OC)c2sc(N3CCN(c4ccccc4)CC3)nc12,5.6%,-0.5%
c1ccc(CN2CCN(c3nc(N4CCOCC4)c4ccccc4n3)CC2)cc1,3.2%,0.1%
NC(=O)/C(=C/c1ccco1)NC(=O)c1ccc(Br)o1,6.4%,-0.1%

# Reprinted from above (2 entries):
SMILES,NS5 inhibitors,West Nile virus CPE
c1ccc(CN2CCN(c3nc(N4CCOCC4)c4ccccc4n3)CC2)cc1,3.2%,0.1%
NC(=O)/C(=C/c1ccco1)NC(=O)c1ccc(Br)o1,6.4%,-0.1%

# New compounds follow:
SMILES,NS5 inhibitors,West Nile virus CPE
CCN1CCCC1CNC(=O)c1cc(S(N)(=O)=O)ccc1OC (stereo unspecified),-1.5%,0.1%
CCOC(=O)C[C@H]1c2cc(F)ccc2S(=O)(=O)N1C1CCCCC1,5.5%,-0.8%
COC(=O)C1=C(C(=O)OC)[C@@H]2N(C)c3ccccc3[C@@]23C[C@@H](CO)N(C(=O)C2CCC2)C3=N1,-2.7%,0.4%
COC(=O)c1cn(C)c2ccc(S(=O)(=O)N3CCCC3)cc2c1=O,-2.0%,-0.2%
OCC[C@@H]1C[C@H](O)[C@@H](O)[C@@]2(CCCO2)O1,-2.0%,0.1%
COCCNC(=O)CN1C(=O)CSc2cc(S(=O)(=O)N3CCCCCC3)ccc21,2.1%,0.0%
Cc1ccc(O)c(N=Nc2ccccc2)n1,9.5%,1.0%
C#CCn1c(=O)c2c(ncn2C)n(C)c1=O,-3.7%,0.2%
COc1ccc(NC(=O)[C@@H]2CC=C[C@@H]3CCN(C4CCCCC4)C(=O)[C@@H]32)cc1,-1.6%,-0.4%
Clc1ccc(-c2ccc(-c3nn4c(-c5ccco5)nnc4s3)o2)cc1,9.6%,1.1%
CC(C)Nc1nc(NC(C)C)nc(Oc2ccc(/C=N/O)cc2)n1,-11.2%,-0.7%
CCn1c(SCC(=O)NNC(=O)c2ccc(C)cc2)nnc1-c1ccncc1,3.2%,0.3%
CCOC(=O)C1=C(N)n2c(s/c(=C\c3cccnc3)c2=O)=C(C(=O)OC)C1c1cccnc1 (stereo unspecified),-8.1%,0.2%
CCOC(=O)CN1C(=O)N[C@@H](CCc2ccccc2)[C@H](C(C)=O)[C@H]1C,3.9%,-0.5%
CC(=O)n1cc([C@H]2C=C(C(=O)N3CCOCC3)O[C@@H](OCCCCO)C2)c2ccccc21,-0.8%,-0.3%
C=C1CCN([C@@H](CC(C)C)C(=O)NCCCc2ccccc2)S(=O)(=O)c2ccccc21,1.4%,-0.8%
OC1(C#Cc2c(-c3ccsc3)oc3ccc(N4CCOCC4)cc23)CCCCC1,-1.6%,0.1%
O=c1c2ccccc2sn1-c1ccc(S(=O)(=O)N2CCCCC2)cc1,-9.0%,-1.2%
CCN(CC)S(=O)(=O)c1cccc(C(=O)NCCc2ccccc2)c1,0.7%,0.2%
COc1ccccc1OCCSc1nnnn1C1CCCCC1,1.1%,-0.5%
Cc1cc(NC(=O)CCC(=O)N(CC(=O)NC2CCCC2)c2cccc(C)c2C)no1,1.6%,-0.5%
Cn1c(=O)c2c(nc(CN3CCOCC3)n2CC(=O)c2ccccc2)n(C)c1=O,-1.4%,0.0%
O=C(O)C1=C[C@H](c2ccccc2)C[C@H](OCCCCO)O1,-3.1%,-0.1%
COc1nc(-c2ccccc2)ccc1-c1noc(-c2cccs2)n1,-5.5%,0.8%
CCC[C@@H]1CCCO[C@@](C(=O)NCc2cc(C)n(C)n2)(C(F)(F)F)C1,-4.8%,-0.5%
CCOC(=O)/C(C#N)=C\c1ccc2c(c1)OCO2,-3.1%,0.7%
COc1ccc(C(C(=O)NC2CCCCC2)N(Cc2ccco2)C(=O)CNC(=O)c2ccco2)cc1 (stereo unspecified),-11.9%,-0.4%
CCc1nc(N)c(C#N)c(-c2cccn2C)c1C,1.9%,0.3%
Cc1nn(S(=O)(=O)c2ccc([N+](=O)[O-])cc2)c(C)c1Sc1ccccc1,-8.0%,-0.6%
CCc1cc(-c2ccc3c(c2)COc2c4ccccc4nn2-3)on1,-6.1%,1.1%
COc1ccc(CNC(=O)C2(CC3CC(c4ccccc4)=NO3)CCN(C(=O)C3(C)CC3)CC2)cc1 (stereo unspecified),-4.0%,1.4%
CC(NS(=O)(=O)c1ccccc1)C(=O)Nc1nccs1 (stereo unspecified),2.4%,-0.1%
COc1ccc(CCNC(=O)C2CC3Cn4c(nc5ccccc54)C3N2Cc2ccccc2)cc1 (stereo unspecified),-4.0%,-0.7%
CCOC(=O)c1ccc(NS(=O)(=O)c2c(N)[nH]c(=O)[nH]c2=O)cc1,-2.4%,0.0%
N#Cc1sc(=O)[nH]c1Cl,6.4%,0.2%
C#Cc1ccc([C@H]2C=C(C(=O)NCc3nc4ccccc4[nH]3)O[C@@H](OCc3ccc(CO)cc3)C2)cc1,-8.8%,-0.1%
C=CCn1c(SCC(=O)Nc2sccc2C(N)=O)nc2sc(C)c(C)c2c1=O,2.8%,0.5%
COC(=O)C[C@H]1c2cc(F)ccc2S(=O)(=O)N1Cc1ccccc1,-3.2%,0.4%
CN(C)Cc1ccc(-c2nc3cccc4c3n2CCNC4=O)cc1,5.5%,0.2%
COC(=O)c1ccc(C(=O)OC)c(NC(=O)CSc2nnc(-c3ccccc3Cl)o2)c1,1.6%,0.3%
O=C(CC1Oc2ccccc2NC1=O)NCCCN1CCN(C2CCCCC2)CC1 (stereo unspecified),-4.5%,-0.2%
COc1ccc(CCNC(=O)C2CC3Cn4c(nc5ccccc54)C3N2c2ccccc2)cc1 (stereo unspecified),2.4%,-0.2%

# Source: PubChem (Southern Research Specialized Biocontainment Screening Center)

# An excerpt. The share of hits here may be higher or lower than overall.
